From PubChem
Mdm2 MdmX PPI: inhibitors of human Mdm2/MdmX interaction | 3% of 330,000 active | SaOS-2 split-luciferase Mdm2/MdmX complementation, luminescence | inhibition, % at 8 µM;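 active means inhibition of at least 50% at 8 µM in the primary screen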
Target sequence (O15151 whole entry, looked up): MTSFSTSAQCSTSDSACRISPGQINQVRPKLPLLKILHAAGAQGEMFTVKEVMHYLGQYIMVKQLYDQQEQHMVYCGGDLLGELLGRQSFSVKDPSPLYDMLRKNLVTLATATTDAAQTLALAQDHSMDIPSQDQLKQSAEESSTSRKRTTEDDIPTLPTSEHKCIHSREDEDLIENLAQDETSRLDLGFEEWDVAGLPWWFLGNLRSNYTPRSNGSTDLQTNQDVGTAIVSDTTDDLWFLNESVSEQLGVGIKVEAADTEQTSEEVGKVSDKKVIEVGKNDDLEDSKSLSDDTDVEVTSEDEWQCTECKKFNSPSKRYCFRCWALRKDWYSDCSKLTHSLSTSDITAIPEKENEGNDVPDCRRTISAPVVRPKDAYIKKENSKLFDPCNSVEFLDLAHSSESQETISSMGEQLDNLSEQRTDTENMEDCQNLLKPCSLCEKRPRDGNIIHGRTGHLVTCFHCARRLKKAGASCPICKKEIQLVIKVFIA
Target sequence (Q00987 whole entry, looked up): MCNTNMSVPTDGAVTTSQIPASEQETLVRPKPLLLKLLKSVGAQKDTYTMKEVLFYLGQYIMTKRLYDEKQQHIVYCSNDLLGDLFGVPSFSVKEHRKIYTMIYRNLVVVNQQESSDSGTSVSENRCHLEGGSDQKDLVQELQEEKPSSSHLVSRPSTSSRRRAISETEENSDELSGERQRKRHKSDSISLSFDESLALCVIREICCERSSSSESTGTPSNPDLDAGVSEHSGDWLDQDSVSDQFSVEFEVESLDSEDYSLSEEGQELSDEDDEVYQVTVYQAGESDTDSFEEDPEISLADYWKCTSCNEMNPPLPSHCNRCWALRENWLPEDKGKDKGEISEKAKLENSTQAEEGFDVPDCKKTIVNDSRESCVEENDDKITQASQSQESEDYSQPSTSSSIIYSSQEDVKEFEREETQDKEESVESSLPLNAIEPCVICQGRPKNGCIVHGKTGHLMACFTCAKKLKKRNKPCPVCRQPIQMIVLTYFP
CHOP UPR activ: activators of apoptotic arm of unfolded protein response (CHOP). CHO-CHOP luciferase reporter, UPR activation, luminescence; percent of tunicamycin response over DMSO baseline. activation, % at 10 µM. 0.34% of 330,000 active;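 active means at 10 µM dose, activation of 40% or more, normalized to positive control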;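 further: 100% = tunicamycin at 10 µg/mL and 0% = DMSO alone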
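assay system = CHO CHOP reporter cells | amount = 500 CHO-CHOP cells per well | buffer or medium = F12 with 10% FBS | incubation = 16-18 h cell attachment, then 6 h compound exposure, 37 °C | detection = luminescence read with Steady-Glo | read-out = percent activation relative to tunicamycin control | controls = tunicamycin high control, DMSO low control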
APJ agonist: activates the human apelin receptor APJ; AID 2520; activation, % at 20 µM; 0.11% of 330,000 active; P35414; CHO-K1 APJ PathHunter beta-arrestin, luminescence; 0% DMSO wells, 100% apelin;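 active means activation more than six SD over the plate average, tested at 20 µM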;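 further: 0% = DMSO alone and 100% = apelin-13 at 10 nM; some results filed as inactive read as strong as hits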
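system = engineered CHO-K1 APJ arrestin reporter cells | input = 1000 cells per well | timing = overnight seeding, 90 min compound at 25 °C, 1 h detection | measured by = enzyme-fragment complementation luminescence | read-out = beta-arrestin recruitment to APJ as agonist activity, luminescent signal | control set = negative DMSO alone, positive Apelin-13 at 10 nM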
CXCR6 block: blocks human CXCR6 beta-arrestin recruitment. O00574. CHO-K1 PathHunter CXCR6 beta-arrestin, luminescence. inhibition, % at 20 µM. 0.36% of 360,000 active. AID 602244; in the data active means inhibition above about 34%, passing the limit was not always enough;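 further: antagonist mode with CXCL16 agonist at 10 nM final; 0% = 10 nM CXCL16 with DMSO and 100% = unstimulated wells without agonist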
APJ antag: blocks the human apelin receptor APJ; P35414; CHO-K1 APJ beta-arrestin complementation, luminescence; inhibition, % at 20 µM; 0.32% of 330,000 active; AID 2521;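 active means inhibition above about 40% at 20 µM, limit read from the data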;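 further: cells challenged with 10 nM apelin-13 agonist together with compound; plate controls were apelin-13 plus DMSO wells for no effect and DMSO wells lacking apelin-13 for full effect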
EBI2 block: blocks human EBI2 receptor beta-arrestin signaling. EBI2 beta-arrestin recruitment, luminescence, 7a,25-OHC stimulated. 0.81% of 360,000 active. AID 651636. P32249. inhibition, % at 5 µM; in the data active means inhibition above about 38%;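 further: enzyme fragment complementation signal reports receptor beta-arrestin coupling in cells; 0% = agonist plus DMSO wells and 100% = wells without agonist; some results beyond the cut were filed as inactive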
CCR6 antagonist: CCR6 (human) receptor antagonism | P51684 | CHO-K1 CCR6 PathHunter beta-arrestin, luminescence, CCL20-stimulated | inhibition, % at 20 µM | 0.49% of 340,000 active;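 active means compounds whose inhibition of the agonist-driven luminescence signal at 20 µM reaches about 50%, limit read from the data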;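 further: cells stimulated with CCL20 at 14 nM final; plate controls were DMSO with CCL20 for no effect and DMSO without agonist for full effect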
tim23-1 inh: tim23-1 yeast growth inhibition; inhibition, % at 20 µM; 1.3% of 330,000 active; AID 463212; S. cerevisiae tim23-1 growth, BacTiter-Glo luminescence, 24 h;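 active means growth inhibition of the mutant yeast at or above 50%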;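 further: temperature-sensitive mutant grown at 25 °C; plate controls were DMSO-treated mutant yeast for no effect and medium wells lacking yeast for full effect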
XBP1 UPR activ: activators of adaptive arm of unfolded protein response (XBP1) | CHO-XBP1 luciferase reporter, IRE1-XBP1 UPR activation, luminescence; percent of tunicamycin response, DMSO as zero | 0.33% of 330,000 active | activation, % at 20 µM | AID 463104;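 active means versus positive control, 20 µM dose yields 30% or more activation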;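 further: 100% = tunicamycin at 10 µg/mL and 0% = DMSO only wells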
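Assay system: CHO-XBP1 luciferase reporter cells; Schedule: 6 h treatment, 37 °C; Detection: glow luminescence from Steady-Glo reagent; Benchmarks: high control tunicamycin 10 µg/mL final, low control DMSO vehicle only.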
The depositor's hits bear a star; x = not tested or not shown. Only part of the results is shown; the hit share may differ from the screen's.

SMILES	Mdm2 MdmX PPI	CHOP UPR activ	APJ agonist	CXCR6 block	APJ antag	EBI2 block	CCR6 antagonist	tim23-1 inh	XBP1 UPR activ
CC1C(=O)C(C)C(c2ccco2)NC1c1ccco1 (configuration not stated)	10	0.1	0	-4	17	1	0	0	2
O=c1[nH]c(=O)n(Cc2ccco2)c2c1C(C(F)(F)F)(C(F)(F)F)N=C(Cc1ccccc1)N2	46	-0.5	-1	-5	-13	4	-1	-3	10
CC(=O)Nc1ncc(Cc2ccc(Cl)cc2Cl)s1	32	0.8	-1	1	3	4	-5	11	-2
CSc1ccc(C(=S)N2CCCC2)cc1	9	3.3	-4	4	-4	-3	6	-8	0
Cc1ccc(NC(=O)c2cc([N+](=O)[O-])ccc2NCc2cccnc2)cc1	-8	0.0	0	-8	10	16	9	22	0
Cc1c(C(=O)NCc2ccccn2)oc2ccc(S(=O)(=O)N3CCC4(CC3)OCCO4)cc12	10	2.1	-2	0	-8	-1	4	17	-1
CN(C)c1ccccc1-c1csc(N2CCC(C(N)=O)CC2)n1	-69	4.0	0	-5	15	-9	-6	21	5
Cc1cccnc1NC(=O)C1CCC1	-1	0.5	0	4	-9	2	21	-12	-4
O=C(CN1C(=O)NC2(CCCCCCC2)C1=O)NCc1cccs1	17	0.0	-3	5	5	6	12	20	-1
CCC(C(=O)OCC(=O)c1ccc(OC)cc1OC)c1ccccc1 (configuration not stated)	-10	3.2	-6	-5	4	6	19	18	3
Cc1cc(C)c(NC(=S)N(CCN(C)C)Cc2cccs2)c(C)c1	14	2.1	3	8	-1	1	10	14	1
C=CCn1c(SCc2ccc(Cl)cc2)nc2cc(C(=O)N3CCC(C(N)=O)CC3)ccc2c1=O	32	1.4	-5	4	1	-2	29	4	4
COC(=O)Cn1nnc(-c2cccc(OC)c2)n1	1	1.5	2	-5	10	-1	-3	12	4
CC(C)N(C(=S)Nc1cc(S(=O)(=O)N2CCOCC2)ccc1Cl)c1ccccc1	3	-0.2	0	-2	1	6	4	3	-1
Cc1[nH]ccc(=O)c1OCC(=O)O	26	3.3	0	8	5	5	2	8	6
Cc1ccc2c(C)c(C(=O)N3CCN(Cc4ccccn4)CC3)oc2c1C	2	28	0	-6	-5	-3	-5	11	-3
COCCn1c(SCC(=O)Nc2cc(C)nn2-c2ccccc2)nnc1-c1ccncc1	-1	2.9	-2	-7	2	-8	-1	3	-1
COc1ccc(C(=O)NNC(=O)CCCCC(=O)NNC(=O)c2ccc(OC)cc2)cc1	30	2.0	-1	5	12	2	3	12	2
O=C(NC(Cc1c[nH]c2ccccc12)C(=O)NCc1ccc(F)cc1)OCc1ccccc1 (configuration not stated)	11	-2.2	3	3	-5	6	10	2	0
Cc1ccccc1CS(=O)(=O)CC1(O)CCN(C(=O)c2cccc(C(F)(F)F)c2)CC1	21	-2.5	-3	-7	-10	5	3	12	-4
O=C(c1cc(F)ccc1F)C1CCCN(Cc2cccn2-c2ccccn2)C1 (configuration not stated)	12	-0.1	-2	-1	9	13	16	16	-2
CN(C)C(=O)CCc1ccc2c3c([nH]c2c1)[C@]1(CCc2ccccc2)[C@@H](C(=O)N2CCCCC2)C[C@H](CC(=O)NCCC2=CCCCC2)C(=O)N1CC3	47	21	x	18	x	24	15	29	38*
Cc1ccc(C)c(SCC(=O)Nc2cccc(S(=O)(=O)N3CCOCC3)c2)c1	11	-0.6	-4	2	11	-2	5	19	-3
CC(=O)c1ccc(NC(=S)N2CCN(CCO)CC2)cc1	20	2.5	1	-20	3	-10	4	-9	-4
Cc1c(/C=N/NC(=O)c2cc(C(C)(C)C)[nH]n2)c2ccccc2n1C	-15	0.7	2	-10	6	11	9	-3	1

Single entries from the list.
COc1ccc(C(=O)NNC(=O)CCCCC(=O)NNC(=O)c2ccc(OC)cc2)cc1 @ CCR6 antagonist = 3
Cc1ccc(C)c(SCC(=O)Nc2cccc(S(=O)(=O)N3CCOCC3)c2)c1 @ XBP1 UPR activ = -3

More records follow.
SMILES	Mdm2 MdmX PPI	CHOP UPR activ	APJ agonist	CXCR6 block	APJ antag	EBI2 block	CCR6 antagonist	tim23-1 inh	XBP1 UPR activ
COc1ccc(CCNC(=O)CSC2=Nc3ccccc3C3=NC(C(C)C)C(=O)N23)cc1OC (configuration not stated)	-23	1.1	-2	1	11	3	5	14	-1
O=C(CSc1n[nH]c(=O)n1-c1cccnc1)Nc1ccccc1Cl	24	-1.3	10	-3	-30	-8	7	5	-2
CC(C)NC(=O)c1noc2cc([N+](=O)[O-])ccc12	3	0.7	2	1	-22	-6	-9	11	1
CCOc1cc(C2NC(=O)CCC2[N+](=O)[O-])cc(Br)c1OC (configuration not stated)	-6	1.1	0	-5	10	-3	1	-10	-4
O=C(COc1ccc(S(=O)(=O)Nc2ccccc2)cc1)N1CCOCC1	-6	0.7	-2	-2	-18	-9	-7	5	-5
CC(=O)Nc1ccc(S(=O)(=O)N/N=C/c2cccnc2)cc1	8	-0.5	-8	3	6	-7	9	-10	-5
O=c1c2ccccc2nc2c3ccccc3c(NCc3cccnc3)nn12	-6	1.2	-1	0	6	-3	8	24	1
COc1ccc(N(CC(=O)Nc2cc(C)ccc2C)S(=O)(=O)c2ccccc2[N+](=O)[O-])c(OC)c1	-6	1.9	-2	0	-3	4	25	26	-2
N#CCC(=O)N/N=C/c1ccc(N2N=C(c3ccccc3)CC2c2ccccc2)cc1 (configuration not stated)	31	6.0	0	-22	21	17	-16	23	1
COc1ccc(N2C(=O)CSC23C(=O)N(CC(=O)NC2CCCC2)c2ccccc23)cc1 (configuration not stated)	19	-1.9	-3	2	-15	0	14	0	-2
COc1cccc(CN2CCN(S(=O)(=O)c3ccc(Br)cc3)CC2)c1	16	-1.0	-8	-1	-23	3	17	21	-1
CCCCc1nc(NCCNC(=O)c2ccco2)c(C#N)c2c1CSC(C)(C)C2	26	2.5	6	x	15	x	5	-69	-1
CSc1ccc(S(=O)(=O)N2CCC(C(=O)Nc3ccc(NC(C)=O)cc3)CC2)cc1	-8	-0.1	1	-2	13	4	17	-7	1
CC(=O)Nc1c(-c2ccccc2)nc2ccc(Cl)cn12	13	4.4	1	1	-11	-7	8	7	2
Cn1ccc(C(=O)N/N=C/c2cccnc2)n1	-1	1.6	1	-4	5	-7	-3	-2	0
COc1ccc(C(=O)Nc2cc3c(cc2C#N)OCO3)cc1S(=O)(=O)NCc1ccco1	11	-1.7	1	9	4	0	13	2	-3
Cc1cccc(N(C)c2cc(C)nc3nc(C)nn23)c1	10	1.7	-2	-4	-56	-4	-1	8	0
CC(=O)c1c(C)nc(-c2ccc(Cl)cc2Cl)n1O	9	1.5	7	1	5	-1	-12	12	-1
CC(C)CN(C(=O)COC(=O)C12CC3CC(CC(Cl)(C3)C1)C2)c1c(N)n(Cc2ccccc2)c(=O)[nH]c1=O	29	5.6	-5	-6	2	-1	2	8	-3
Cc1cccc(NS(=O)(=O)c2cccc(C(=O)N3CCN(S(=O)(=O)c4ccccc4)CC3)c2)c1	14	-0.6	-3	-6	-33	1	4	-7	-3
COC(=O)NNC(=O)C12CC3CC(CC(C3)C1)C2	-3	1.1	-2	-6	15	-15	7	4	-2
O=S(=O)(c1ccc(Cl)nc1)N1CCN(Cc2ccc3c(c2)OCO3)CC1	19	-5.5	-5	-5	14	-6	5	14	-4
O=C(CN1CCN(C(=O)c2ccccc2)CC1)Nc1cccc(S(=O)(=O)N2CCCC2)c1	-12	1.8	-6	-11	15	-1	-2	13	0
O=C(N[C@@H](Cc1ccccc1)C(=O)N1CCC2(CC1)NCCc1[nH]cnc12)c1cccc(F)c1	0	0.5	-2	1	-15	-9	8	4	-3
O=C(COc1ccc(C(=O)O)cc1)Nc1cccc(C(F)(F)F)c1	17	-2.6	1	-6	-7	-2	-10	7	-2
Next compounds
SMILES	Mdm2 MdmX PPI	CHOP UPR activ	APJ agonist	CXCR6 block	APJ antag	EBI2 block	CCR6 antagonist	tim23-1 inh	XBP1 UPR activ
Cn1cccc1C1CCCN1CC(=O)Nc1c(Cl)cc(Cl)cc1Cl (configuration not stated)	16	1.4	-7	1	8	7	11	27	3
CCn1c(=O)cc(SCC(=O)NCCCN2CCN(c3ccc(F)cc3)CC2)c2ccccc21	28	-2.3	-4	-6	6	-11	2	20	2
Cc1ccsc1/C=N/NC(=O)c1ccncc1	-30	0.7	1	7	10	13	-5	8	1
N#C/C(=C\c1cccnc1)C(=O)Nc1ccc(C(=O)O)cc1	21	1.0	-1	-5	-6	1	-12	-17	1
O=C(/C=C/c1ccc(Cl)c(Cl)c1)N1CCOCC1	-3	5.9	4	-2	22	57*	2	6	-1
CCOC(=O)N1CCC(N2Cc3cccc(C(=O)NCc4ccc5c(c4)OCO5)c3C2=O)CC1	-10	-0.6	-2	5	6	11	4	11	-1
COc1ccc(/C=C(\NC(=O)c2cccs2)C(=O)NN)cc1OC	11	0.7	-3	-6	-11	-2	-2	18	-3
Nc1nc(C(F)(F)F)c(Br)c(=O)n1N	-12	-0.8	1	8	3	-9	0	5	0
COc1ccc(-c2[nH]ncc2CN2CCCN(C(=O)c3ccco3)CC2)cc1F	-15	-1.0	-5	5	-22	-6	-2	4	-2
COc1ccc(Nc2nccc(OC)c2C#N)cc1	18	-0.5	-1	0	-1	-5	-10	8	-2
N#CC1=C(N)NC(=S)C(C(N)=O)C1c1ccccc1F (configuration not stated)	13	1.2	0	-6	-1	1	-5	26	-2
O=C(N/N=C/c1cc([N+](=O)[O-])ccc1N1CCCCCC1)c1ccccn1	-43	0.2	-4	13	17	-61	37	32	1
COc1ccc(-n2nc3cc(C)c(N)cc3n2)cc1Cl	-87	8.5	13	-9	-64	-16	-31	11	6
O=C(CN1C(=O)NC2(CCc3ccccc32)C1=O)NCc1cccc(C(F)(F)F)c1 (configuration not stated)	-6	-2.3	-2	0	4	-5	8	-2	5
CCOC(=O)Cn1c2[n+](c3ccccc31)CC(O)CS2 (configuration not stated)	-11	0.7	0	11	8	-14	11	-6	-3
CC(C)CN(C(=O)C1CSC2(C)CCC(=O)N12)c1c(N)n(Cc2ccccc2)c(=O)[nH]c1=O (configuration not stated)	13	-1.1	-3	2	8	-7	3	-4	-4
COc1ccc(-c2cn3nc(C)c(C)nc3n2)cc1OC	1	3.1	-2	-9	8	-9	12	5	0
COc1ccc(CCNC(=O)CC(=O)NCCc2ccc(OC)cc2)cc1	-4	2.0	-1	-5	-2	-1	17	-6	-6
CCN1CCN(CC(O)COc2ccc3c(C)cc(=O)oc3c2)CC1 (configuration not stated)	11	0.5	-2	-8	-14	-6	-9	-5	-2
COC(=O)c1ccccc1NC(=O)Nc1cc(C)ccn1	5	-1.7	-2	4	-12	4	-8	1	0
COc1ccc(CCNC(=O)c2nc(-c3cccs3)no2)cc1OC	-2	1.9	-1	-13	-7	-11	9	4	0
C=CCn1c(COc2cccc(C)c2C)nnc1SCC(=O)N1CCN(c2ccccc2)CC1	27	-0.9	0	-1	-5	7	21	27	-5
